# Screening results deposited in PubChem by several laboratories.
# TNAP act hiacc: TNAP activators at high phosphate acceptor level, primary screen, biochemical, luminescence, uHTS; Alkaline phosphatase, tissue-nonspecific isozyme (Homo sapiens), P05186; purified TNAP, CDP-star luminescence, 1 M DEA, 30 min; active compounds read high; 0 = EDTA background, 1 = DMSO-only activity; activation factor at 20 µM; 200,000 tested, under 10 active; AID 1136, 2008;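 active = activation factor at least 2 at 20 µM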
#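 Test system – human TNAP · Doses – 20 µM single point · Incubation – 30 min, room temperature · Signal – luminescent substrate turnover signal · Read-out basis – activation factor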
# TNAP inh hiacc: human TNAP enzyme inhibitors, primary screen, biochemical, luminescent, high phosphate acceptor level, uHTS | purified TNAP, CDP-star luminescence, 1 M DEA | inhibition, % at 20 µM | actives 0.03% (n = 200,000) | AID 1135, 2008;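 active = over 50% inhibition of tissue-nonspecific alkaline phosphatase at 20 µM in the single-dose screen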;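 note: plate controls were DMSO wells for no effect and EDTA-quenched wells as full inhibition for full effect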
# Efa HMGR inh: inhibitors of E. faecalis class II HMGR, primary screen, biochemical, Enterococcus faecalis | actives 0.41% (n = 190,000) | purified E. faecalis HMGR, NADPH absorbance 340 nm kinetic | inhibition, % at 10 µM;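 active = inhibition above a set limit, the median over all tested compounds plus 3 SD, cut at about 9.5% in these data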;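 note: enzyme runs in reverse so mevalonate oxidation gives rising NADPH absorbance; 0% = complete reaction with DMSO and 100% = background rate lacking mevalonate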
# FLuc act counter: FLuc activators, initial screening, artefact control for FLuc-dependent activation tests, biochemical, ATPlite luminescence. ATPlite luciferase biochemical, 10 min; 0 = ATP-free wells, 1 = DMSO control. activation factor at 10 µM. 200,000 tested, under 10 active. AID 1027, 2008;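 active = luciferase activation factor, scaled between plate controls, of at least 2 with compound at 10 µM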
# Target sequence (P08659 whole entry, looked up): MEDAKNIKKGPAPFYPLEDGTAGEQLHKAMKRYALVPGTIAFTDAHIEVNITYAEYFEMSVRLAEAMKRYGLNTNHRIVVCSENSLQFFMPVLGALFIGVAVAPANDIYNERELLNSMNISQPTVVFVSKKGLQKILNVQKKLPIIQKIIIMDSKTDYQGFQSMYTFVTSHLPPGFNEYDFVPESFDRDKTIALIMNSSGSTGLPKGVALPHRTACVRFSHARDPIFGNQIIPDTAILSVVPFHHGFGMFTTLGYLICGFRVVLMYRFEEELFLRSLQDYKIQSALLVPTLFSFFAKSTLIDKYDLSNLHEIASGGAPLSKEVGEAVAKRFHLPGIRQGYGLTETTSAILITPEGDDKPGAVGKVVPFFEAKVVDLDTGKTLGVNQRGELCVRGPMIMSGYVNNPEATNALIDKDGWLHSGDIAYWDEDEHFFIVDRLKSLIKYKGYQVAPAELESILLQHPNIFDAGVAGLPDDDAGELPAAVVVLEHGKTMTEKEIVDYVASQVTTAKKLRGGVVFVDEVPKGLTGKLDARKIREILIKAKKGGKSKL
#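 Material: luciferase plus luciferin reagent, cell-free. Medium: PBS buffer for ATP. Also added: ATP substrate, dispensed from a 10.24 µM working solution in PBS. Doses: test compounds dosed from 2 mM stocks in 100% DMSO. Incubation: 10 min post-reagent at room temperature. Technique: light output (luminescence). Read-out basis: luminescence gain marking luciferase activators.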
# TNAP inh no acc: human TNAP enzyme inhibitors, primary screen, biochemical, luminescent, no phosphate acceptor, uHTS; purified TNAP, CDP-star luminescence, 30 min; inhibition, % at 20 µM; actives 0.26% (n = 200,000); AID 1012, 2008;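 active = tissue-nonspecific alkaline phosphatase inhibition above about 50% at 20 µM in the single-dose screen, limit read from the data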;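 note: 0% = DMSO negative control and 100% = EDTA positive control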
# PMI activator: activators of human PMI, primary screen, biochemical, fluorescence intensity, near-Km mannose 6-phosphate | Mannose-6-phosphate isomerase (Homo sapiens), P34949 | purified human PMI, coupled resazurin fluorescence, 20 min; active compounds read high; 1 = vehicle control, 0 substrate-free wells | activation factor at 20 µM | actives 0.005% (n = 190,000);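 active = activation factor of 2 or more at 20 µM, relative to plate controls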
# Target sequence (P34949 whole entry, looked up): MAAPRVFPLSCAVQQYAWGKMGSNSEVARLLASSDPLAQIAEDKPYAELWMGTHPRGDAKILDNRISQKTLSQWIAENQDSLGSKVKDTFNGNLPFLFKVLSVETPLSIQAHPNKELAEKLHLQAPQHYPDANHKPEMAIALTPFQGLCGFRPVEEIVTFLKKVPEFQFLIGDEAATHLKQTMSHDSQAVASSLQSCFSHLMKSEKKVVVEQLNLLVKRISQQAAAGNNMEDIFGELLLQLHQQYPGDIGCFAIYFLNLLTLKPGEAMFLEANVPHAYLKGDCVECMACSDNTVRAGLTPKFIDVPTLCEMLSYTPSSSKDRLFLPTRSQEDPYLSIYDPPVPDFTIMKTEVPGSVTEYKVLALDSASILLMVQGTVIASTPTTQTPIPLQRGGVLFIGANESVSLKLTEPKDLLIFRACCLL
# G6PDH CS: L. mesenteroides G6PDH inhibitors, counter-screen for G6PDH-coupled screening assays, biochemical, Leuconostoc mesenteroides enzyme | glucose-6-phosphate dehydrogenase [Leuconostoc mesenteroides] | Purified L. mesenteroides G6PDH, diaphorase/resazurin coupled fluorescence, 45 min | inhibition, % at 5 µM | actives 0.12% (n = 200,000) | AID 1020, 2008; in the data active = inhibition above about 50%
# Diaphorase act: compounds boosting diaphorase resazurin reduction – biochemical, uHTS, resorufin fluorescence, counter-screen for diaphorase-coupled primary assays, primary screen; actives 0.005% (n = 190,000); AID 1229, 2008; activation factor at 20 µM; Diaphorase/resazurin coupled assay, 16 min; active compounds read high; 1 = vehicle wells, 0 = NADH-free wells;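 active = diaphorase activity raised at least twofold by the compound at 20 µM; inactive = activation factor below 2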
#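 System – purified diaphorase enzyme from Clostridium kluyveri · Input – enzyme 0.07 U/mL final · Also added – final NADH 0.114 mM, resazurin 0.1 mM · Measured by – fluorescence of resorufin, 544 nm excitation, 590 nm emission · Timing – 16 min enzyme reaction, ambient temperature · Measure – resorufin increase flagging diaphorase activators or reducers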
# PMI act hi M6P: human PMI activators, high substrate, primary screen, biochemical, fluorescence intensity, near-saturating mannose 6-phosphate. Mannose-6-phosphate isomerase (Homo sapiens), P34949. coupled PMI enzyme assay, resazurin fluorescence, 20 min; active compounds read high; 1 = untreated enzyme, 0 = substrate-free blank. activation factor at 20 µM. actives 0.34% (n = 190,000). AID 1216, 2008;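 active = activation factor of 2 or more at 20 µM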
#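 Test system: human phosphomannose isomerase with PGI, G6PDH, diaphorase coupling enzymes / Doses: 20 µM compound, 1% DMSO / Times: enzyme reaction with compound 20 min at room temperature / Measured by: Diaphorase-driven resazurin-to-resorufin fluorescence, excitation 544, emission 590 nm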
# Diaph inh CS: diaphorase inhibitors and chemical oxidizers, primary screen, counter-screen for diaphorase-coupled primary assays, biochemical, uHTS, resorufin fluorescence; diaphorase resazurin-to-resorufin fluorescence, NADH, 16 min; bacterial (C. kluyveri) enzyme, not human; inhibition, % at 20 µM; actives 0.69% (n = 190,000); AID 1217, 2008;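 active = primary screen inhibition at 20 µM above a set limit, cut at about 50% in these data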;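 note: plate controls were DMSO with full reaction for no effect and wells lacking NADH for full effect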
#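 controls = No-NADH positive control and DMSO neutral control | system = Clostridium kluyveri diaphorase enzyme | timing = reaction incubation of 16 min at room temperature | signal = resorufin fluorescence 544/590 nm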
# * marks the source's active call; other numbers are inactive results; / = not tested or not shown.
SMILES,TNAP act hiacc,TNAP inh hiacc,Efa HMGR inh,FLuc act counter,TNAP inh no acc,PMI activator,G6PDH CS,Diaphorase act,PMI act hi M6P,Diaph inh CS
Cc1ccc(-c2ccc(C(=O)Nc3cccc(F)c3)o2)c2ccccc12,1,-2,-4,1,-4,1.2,28,0.9,0.9,8
N#CCc1c(C#N)c(N)nc(N2CCN(c3ccc(F)cc3)CC2)c1C#N,1,2,-4,1,-6,1,9,0.9,1,12
O=C(NCCCO)c1ccc(CSc2nc3ccccc3[nH]2)cc1,1,-2,13*,0.9,-5,0.9,6,0.9,1,5
O=C(CSc1nnc([C@@H]2CCCN2)o1)c1ccc(Cl)cc1,1,-4,-3,1.1,-10,1.3,0,0.9,1.3,15
Cc1ccc(NC(=O)N2CCCC2C(=O)Nc2ccc(-n3cnnn3)c(C)c2)cc1 (configuration not stated),1.1,-5,9.7*,1,-12,1,6,1.1,1,-9
CC(C)CCn1nnnc1C(c1ccccc1F)N1CCC(C(N)=O)CC1 (configuration not stated),1,-3,1,1.1,-11,0.9,4,0.9,0.9,10
O=[N+]([O-])c1ccc(N2CCN(CCOCCO)CC2)c([N+](=O)[O-])c1,1,1,2,1.1,-1,0.9,26,0.8,0.9,20
Cc1ccccc1NC1c2ccccc2C(=O)N1Cc1ccco1 (configuration not stated),1,-1,-2,1,-8,1,-4,0.7,1,27
COC(=O)c1ccc(NC(=O)CCS(=O)(=O)c2ccc(Br)s2)cc1,1.1,-5,0,1.1,-14,1,2,0.8,1,15
Cc1ccc(C(=O)Oc2oc(-c3ccco3)nc2C=Nc2ccc(Cl)cc2)cc1,1,1,-5,0.9,-5,1,0,0.8,1,20
CCC(=O)Nc1nnc(SCCN2CCOCC2)s1,1,-4,-2,1,-12,1.1,-4,0.8,1.1,17
CSCCC(C(=O)OCC(=O)c1ccc(C)c(C)c1)N1C(=O)c2cc(Cl)c(Cl)cc2C1=O (configuration not stated),1.1,-7,-2,1,-9,1,4,0.9,1,13
COCc1cc(C)nc(NCCc2ccccc2)c1C#N,1,-2,-8,1,-5,0.9,12,1,1,5
O=C(COC(=O)c1ccc(Sc2ccccc2)c([N+](=O)[O-])c1)NC1CCS(=O)(=O)C1 (configuration not stated),1,4,-3,1,0,1,-8,0.9,1,8
CCNC(=S)N/N=C(\C)c1ccco1,1,3,-4,1,-6,1.1,5,1,1,3
N=c1ccn(CC(=O)NC(N)=O)c2ccccc12,1,0,-4,1.1,-10,1,2,0.9,1,6
CCCc1nn(C)c(C(=O)Nc2cccc(CC)c2)c1Cl,1.1,-5,-1,1,-2,1,4,0.9,1,9
Cc1ccc(-c2csc(N3CCC(C(N)=O)(N4CCCCC4)CC3)n2)cc1,1.1,-5,1,1.1,-15,1,2,0.9,0.9,14
O=c1c2ccccc2sn1-c1cc(S(=O)(=O)N2CCOCC2)ccc1N1CCCC1,1,-4,1,0.9,-7,0.1,1,1,0.2,4
CC1(C)CC(=O)N(c2ccccc2)C1(C)O (configuration not stated),1.1,-10,-3,1,-16,1,6,0.8,1,21
COc1cc(CCC(=O)OCC(=O)Nc2cccc(S(N)(=O)=O)c2)cc(OC)c1OC,1.1,-6,0,1.1,-5,1,4,0.8,1,15
COCCn1nnnc1SCC(=O)c1ccc(F)cc1,1,-5,-1,1.1,-12,1.2,3,1,1.2,4
COc1ccc(C(=O)N/C(=C\c2ccc3c(c2)OCO3)C(=O)NCCc2nc3ccccc3[nH]2)cc1,1,-3,-2,1.1,-2,1,-6,0.9,1,12
Cc1[nH]n(-c2ccc(Cl)cc2)c(=O)c1C=Nc1ccc(S(=O)(=O)N2CCOCC2)cc1,1,-4,1,1,-14,1,1,0.8,1,15

# Quoted at random: five entries already listed, in no set order.
SMILES,TNAP act hiacc,TNAP inh hiacc,Efa HMGR inh,FLuc act counter,TNAP inh no acc,PMI activator,G6PDH CS,Diaphorase act,PMI act hi M6P,Diaph inh CS
COC(=O)c1ccc(NC(=O)CCS(=O)(=O)c2ccc(Br)s2)cc1,1.1,-5,0,1.1,-14,1,2,0.8,1,15
N=c1ccn(CC(=O)NC(N)=O)c2ccccc12,1,0,-4,1.1,-10,1,2,0.9,1,6
Cc1ccc(-c2ccc(C(=O)Nc3cccc(F)c3)o2)c2ccccc12,1,-2,-4,1,-4,1.2,28,0.9,0.9,8
COc1ccc(C(=O)N/C(=C\c2ccc3c(c2)OCO3)C(=O)NCCc2nc3ccccc3[nH]2)cc1,1,-3,-2,1.1,-2,1,-6,0.9,1,12
COCc1cc(C)nc(NCCc2ccccc2)c1C#N,1,-2,-8,1,-5,0.9,12,1,1,5

# Later entries
SMILES,TNAP act hiacc,TNAP inh hiacc,Efa HMGR inh,FLuc act counter,TNAP inh no acc,PMI activator,G6PDH CS,Diaphorase act,PMI act hi M6P,Diaph inh CS
CCN(CC)S(=O)(=O)c1ccc(N2CCN(S(=O)(=O)c3ccc4c(c3)OCCO4)CC2)nc1,1,-3,-3,1,-9,0.8,2,0.7,0.9,25
COC(=O)c1sc2nc3c(cc2c1N)CCCC3,1,-1,-4,0.4,-7,0.9,11,0.8,0.9,20
O=C(Nc1cccc(F)c1)N1C2CCC1CC(O)(c1cccnc1)C2 (configuration not stated),1,-5,-2,1.1,-8,1.1,6,1.1,1.1,-5
O=C(CSc1nncn1-c1cccnc1)N1CCOCC1,1,-5,2,1.1,-10,1,-3,0.9,1,15
CC(=O)N1C(=O)N(C(C)=O)C2C1N(C)C(=O)N2C(C)=O (configuration not stated),1,-3,0,1.1,-6,0.9,9,1,0.9,5
O=C(Cc1cn2ccsc2n1)Nc1ccccc1Oc1ccccc1,1.1,-6,0,1.1,-10,0.9,6,0.8,0.9,22
Cc1ccc(/C(N)=N/OC(=O)C23CC4CC(CC(C4)C2)C3)cc1,1,-4,4,0.9,6,0.9,-5,0.8,0.9,17
c1ccc(CN2CCOCCOCCOCCOCCOCCOCC2)cc1,1,-2,-9,1,-9,1.1,5,1,1,0
Cc1ccc2c(COC(=O)CC3Sc4ccccc4NC3=O)cc(=O)oc2c1C (configuration not stated),1,-4,-1,1.1,-4,1.1,2,0.9,1.1,10
O=C(O)/C=C/C(=O)Nc1ccc(C(=O)c2ccccc2)cc1,1,-2,1,0.8,-10,/,7,/,/,/
N#CC1=C(N)OC2=C(C(=O)CCC2)C12C(=O)N1CCCc3cccc2c31 (configuration not stated),1,-5,0,1,-8,1,1,1,1,3
Cc1ccc(-n2c(N)c(C(=O)N3CCCCC3)sc2=S)cc1,1,-2,0,1,-12,0.8,3,0.9,1,10
CCOC(=O)N1CCC(NC(=O)C2CCCN(c3nc4ccccc4o3)C2)CC1 (configuration not stated),1,-2,-3,1,-9,0.9,0,1,1,1
Cc1ccc(OC(=O)c2cccnc2)cc1,1,-1,-2,0.9,-7,1.1,7,1,1.1,-3
O=C(Nc1ccc(S(=O)(=O)N2CCCc3ccccc32)cc1)C1CCCO1 (configuration not stated),1,-4,-2,1.1,-10,0.9,6,0.8,0.9,18
CC(C)CC(=O)NC(Nc1ccccc1F)C(Cl)(Cl)Cl (configuration not stated),1,0,-1,1,-8,0.9,0,0.9,0.9,9
O=C(COc1ncnc2c(Cl)cc(Cl)cc12)N1CCCCC1,1,-5,-1,1.1,-14,1,1,0.9,1.1,6
COc1ccc(C2C=C(c3ccc(Br)s3)Nc3ncnn32)cc1OC (configuration not stated),1,-1,-2,1.1,-6,1.5,-44,0.8,1.8,17
CCN1C(=O)c2cccc3c(S(=O)(=O)Nc4c(C)n(C)n(-c5ccccc5)c4=O)ccc1c23,1,-2,0,1.1,-7,0.9,6,0.7,0.9,33
CCOc1cc2[nH]c(=O)n(CCc3ccc(OC)c(OC)c3)c(=O)c2cc1OCC,1,-4,0,1.1,1,1.2,6,1,1.1,4
COc1ccccc1NC=C1C(=O)OC2(CCCCC2)OC1=O,1.1,-5,-1,1,-4,0.9,2,0.8,0.9,18
O=C(CC1SC(N2CCCCC2)=NC1=O)Nc1cccc(C(F)(F)F)c1 (configuration not stated),1,-2,-3,1,-8,0.9,4,0.9,0.9,8
CSc1nncc(/C(C)=N/O)n1,1,0,-6,1,-4,1.1,4,0.9,1,7
CC(C)(C)OC(=O)N/N=C/c1ccc(C(=O)O)cc1,1,0,-7,0.9,4,0.9,13,0.9,0.9,6

# 4 compounds out of the list above, arranged by their value in TNAP inh no acc, lowest first:
compound	TNAP act hiacc	TNAP inh hiacc	Efa HMGR inh	TNAP inh no acc	PMI activator	PMI act hi M6P
O=C(COc1ncnc2c(Cl)cc(Cl)cc12)N1CCCCC1	1	-5	-1	-14	1	1.1
COc1ccc(C2C=C(c3ccc(Br)s3)Nc3ncnn32)cc1OC (configuration not stated)	1	-1	-2	-6	1.5	1.8
CSc1nncc(/C(C)=N/O)n1	1	0	-6	-4	1.1	1
CC(C)(C)OC(=O)N/N=C/c1ccc(C(=O)O)cc1	1	0	-7	4	0.9	0.9

# (continued)
SMILES,TNAP act hiacc,TNAP inh hiacc,Efa HMGR inh,FLuc act counter,TNAP inh no acc,PMI activator,G6PDH CS,Diaphorase act,PMI act hi M6P,Diaph inh CS
CCN(CC)S(=O)(=O)c1ccc(C(=O)OCCN2C(=O)CCC2=O)cc1,1,-1,-1,1,-5,0.9,13,0.8,0.9,19
CC(C)OC(=S)N/C(=N\S(=O)(=O)c1ccccc1)c1ccccc1,1,5,-11,1,-7,0.9,-9,0.9,0.9,7
COc1ccc2nc(SCC(=O)Nc3ccccc3C)[nH]c2c1,1.1,-5,-5,1,-15,0.9,0,0.8,1,21
Nn1c(Cc2ccccc2F)nnc1SCCOc1ccc(Cl)cc1,1,1,-3,1,-1,1,1,0.9,1,6
Cc1c(NC(=O)C(C)OC(=O)COc2cccc3c2OC(C)(C)C3)c(=O)n(-c2ccccc2)n1C (configuration not stated),1,-2,0,1.1,-4,0.9,3,0.9,0.9,12
